From PubChem BioAssay
CF NFkB block: inhibitors of cystic fibrosis induced NF-kB; KKLEB NF-kB-GFP reporter, PAF-induced, GFP fluorescence overnight; inhibition, % at 5 µM; 360,000 tested, 0.86% active;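 active means at least 50% inhibition at 5 µM, scaled per plate between neutral and stimulator controls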;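 further: PAF is a Pseudomonas aeruginosa culture filtrate used as stimulus; plate controls were PAF-stimulated DMSO wells for no effect and unstimulated DMSO wells for full effect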
Shn3 inh set2: inhibitors of Schnurri-3 3'UTR reporter in osteoblasts | 360,000 tested, 0.52% active | inhibition, % at 12.5 µM | Clone20 osteoblast Shn3 3'UTR firefly luciferase, 24 h | AID 588674;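 active means mean inhibition of at least 75% with every replicate also reaching 75%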;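 further: 0% = median of neutral control wells and 100% = pilot-screen positive control compound; some compounds past the cut are filed as inactive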
EBV LMP1 NFkB: inhibitors of Epstein-Barr LMP1-induced NF-kappaB reporter; 350,000 tested, 0.69% active; inhibition, % at 12.5 µM; LMP1-induced NF-kappaB luciferase reporter cells, luminescence; AID 504558; in the data active means inhibition above about 41%;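 further: 0% = neutral control wells and 100% = reference inhibitor control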
HIF-2a block: HIF-2a inhibition. 786-0 RCC cells HIF-2a reporter, luciferase luminescence, overnight. inhibition, % at 18.8 µM. 360,000 tested, 0.72% active. AID 624352;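 active means inhibition of the luminescence signal of 40% or more relative to plate controls, in a single-dose primary screen at 18.75 µM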
NR2E3 ag-1: NR2E3 (human) agonism; AID 2300; Q9Y5X4; GST-NR2E3/biotin-RetCOR TR-FRET, 1536-well; 320,000 tested, 0.12% active; inhibition of corepressor binding, % at 4.78 µM;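 active means percent inhibition above the cutoff of mean plus 3 SD of all tested compounds, set per screening campaign, cut at about 20% in these data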;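 further: 0% = DMSO wells and 100% = biotin wells as full block of FRET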
Target sequence (Q9Y5X4 whole entry, looked up): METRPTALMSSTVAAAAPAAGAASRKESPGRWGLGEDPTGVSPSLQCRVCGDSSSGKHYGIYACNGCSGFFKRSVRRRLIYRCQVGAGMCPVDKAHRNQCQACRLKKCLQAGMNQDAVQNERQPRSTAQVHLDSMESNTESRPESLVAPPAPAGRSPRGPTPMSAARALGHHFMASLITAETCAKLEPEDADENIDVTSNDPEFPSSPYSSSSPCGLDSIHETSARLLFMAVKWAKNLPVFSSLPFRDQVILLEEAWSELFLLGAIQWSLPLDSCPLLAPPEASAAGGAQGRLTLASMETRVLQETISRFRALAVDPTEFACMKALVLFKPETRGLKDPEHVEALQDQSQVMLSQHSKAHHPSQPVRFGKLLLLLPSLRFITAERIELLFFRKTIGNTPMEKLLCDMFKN
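Material: NR2E3–RetCOR corepressor complex / Incubation: Compound–protein incubation for 5 h at 4 °C / Dosing: compound at 4.8 µM, single dose / Detection: time-resolved FRET / Benchmarks: high control biotin, low control 0.6% DMSO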
KKLEB tox: counter-screen for CF NF-kB inhibitors: cytotoxicity; KKLEB CF airway cells viability, ATPlite luminescence, overnight; hits give low values; cells stimulated with P. aeruginosa culture filtrate; 360,000 tested, 0.36% active; activity change (cytotoxicity), % at 5 µM;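 active means corrected activity change at or below -50% at 5 µM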
hiPSC survival: increases survival of single human iPS cells. hiPSC single-cell survival, ATPlite luminescence; 100% = ROCK inhibitor wells, 0% = DMSO. survival enhancement, % at 20 µM. 360,000 tested, 0.044% active; in the data active means survival enhancement above about 18%;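 further: cells exposed to compounds for 16 hours before the ATP read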
NR2E3 ag-2: activates human NR2E3 receptor | Q9Y5X4 | CHO-S Gal4-NCOR/VP16-NR2E3 two-hybrid, luciferase | inhibition of corepressor binding, % at 3.98 µM | 360,000 tested, 0.35% active | AID 602229;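 active means inhibition above the mean of all tested compounds plus 3 SD, cut at about 70% in these data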;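 further: 0% = DMSO with NR2E3 transfected cells and 100% = cells lacking NR2E3 construct; higher means lower luciferase signal from less NR2E3 corepressor binding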
Peg3 prom inh: inhibitors of Peg3 promoter. AID 588405. inhibition, % at 20 µM. 360,000 tested, 1.7% active. HeLa PEG-Prom luciferase reporter, luminescence, overnight;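 active means inhibition of at least 50% at 20 µM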
MITF TRPM1 inh: inhibitors of MITF-driven TRPM1 promoter in melanoma cells; SK-MEL-5 TRPM1 promoter luciferase, 24 h; inhibition, % at 12.5 µM; 330,000 tested, 0.83% active; AID 488899;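 active means mean inhibition across replicates of 60% or more, whatever share of single replicates reaches that level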; further: values of inactives mirror those of a sister screen read the other way
TRAIL sens C8: sensitizes caspase-8 expressing cells to TRAIL | NB7+C8 cells + TRAIL, ATPlite viability luminescence | inhibition (viability loss, TRAIL sensitization), % at 10 µM | 360,000 tested, 1% active | AID 624354;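 active means compounds causing at least 50% loss of cell viability in the single-dose screen, relative to plate controls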
* marks the source's active call; other numbers are inactive results; nt = no result given. This is a subset (hit frequency here may not be typical).

Compound,CF NFkB block,Shn3 inh set2,EBV LMP1 NFkB,HIF-2a block,NR2E3 ag-1,KKLEB tox,hiPSC survival,NR2E3 ag-2,Peg3 prom inh,MITF TRPM1 inh,TRAIL sens C8
O=C(c1ccc(CS(=O)(=O)c2ccccc2)o1)N1CCC2(CC1)OCCO2,15,-10,-2,5,-1,1,-0.2,-10,9,2,1
COc1ccc(F)cc1C(=O)C1CCCN(Cc2cnc(C)s2)C1 (stereo unspecified),4,3,7,15,4,-1,-1.2,-22,16,4,-5
COc1cccc(C2CC3C(=O)C=CC2N3Cc2ccccc2)c1 (stereo unspecified),17,25,-10,48*,-2,0,-2.0,16,68*,23,3
CN1C2CCC1CC(OC(=O)c1ccc([N+](=O)[O-])cc1)C2 (stereo unspecified),-22,-12,2,19,1,2,1.7,-11,12,0,-1
CCCCn1c(=O)c(C(=O)NCc2ccncc2)c(O)c2ccccc21,0,7,-2,24,0,-5,2.9,-4,9,2,-4
O=c1[nH]c(=O)n(C2CCCCCC2)c(O)c1C=NCC1CCCO1 (stereo unspecified),5,10,-2,18,-1,-4,2.1,24,23,1,7
O=C1NC(=O)C(=Cc2cc([N+](=O)[O-])ccc2N2CCCCC2)C(=O)N1,9,54,3,12,0,1,-0.9,-10,5,2,-6
C[C@]12C[C@H](O)[C@@H](O)CC1=CCC1C2CC[C@@]2(C)C1CC[C@@H]2O (stereo partly specified),3,8,8,-2,nt,-15,1.1,-22,2,12,-8
Cc1[nH]c2ccccc2c1C(=O)C(=O)N1CCC2(CC1)OCCO2,-26,-6,-4,12,-1,-2,-0.1,3,4,-5,1
CC1(C)C2([N+](=O)[O-])CN3CC1([N+](=O)[O-])CN(C2)C3c1ccccn1 (stereo unspecified),5,1,2,7,3,-4,-0.7,9,17,10,18
Cc1cccc(N2CCN(CCc3ccccc3)CC2)c1C,-4,3,-2,-5,3,-12,-2.2,-1,-6,3,-5
COC(=O)C1=C(c2ccc(C(C)=O)cc2)C[C@@H]2CC[C@H]1N2C(=O)NC1CCCCC1,-4,-11,2,8,-1,4,-1.4,24,-2,5,0
O=c1c2ccccc2nc(-c2ccccc2F)n1-c1ccccc1,-4,10,-3,16,3,7,0.4,-30,15,-9,-1
CCc1ccc(N2C(=O)NC(=O)/C(=C\c3cc(C)n(-c4cc(C(=O)O)cc(C(=O)O)c4)c3C)C2=O)cc1,8,-16,-7,12,10,4,-0.7,-8,-13,-4,-5
COC(=O)C1=C(c2ccc(-c3ccccc3)c(F)c2)C[C@@H]2CC[C@H]1N2C(=O)NCc1ccco1,10,3,11,4,0,12,-3.2,-10,25,10,16
COC(=O)C1=C(c2cccc(OCc3ccccc3)c2)C[C@@H]2CC[C@H]1N2C,7,-4,5,-7,nt,-7,-0.5,-30,-2,nt,4
COc1ccc(-n2c(C)cc(C(=O)C[N+]34CCN(CC3)CC4)c2C)cc1,-7,-22,-2,11,-2,19,-0.1,-37,7,3,-4
COc1ccc(C(C)=O)cc1CC(C(=O)c1ccc(Br)cc1)N(C)C (stereo unspecified),-1,5,-2,6,0,0,-0.3,16,3,2,6
COc1cccc(N2CCN(Cc3ccc(Cl)cc3)CC2)c1,-14,-6,6,-16,0,-6,6.9,-15,0,-4,6
O=C(Nc1cccc(Cl)c1)OC1CN2CCC1CC2 (stereo unspecified),34,-2,-4,-253,0,-21,0.2,-19,-105,-20,20
CC(ON1CC1(C(F)(F)F)C(F)(F)F)(C(N)=O)C(N)=O (stereo unspecified),15,-6,5,18,1,-3,-2.1,-5,12,7,-14
Clc1ccc(OCC#CCN2CCCCCC2)cc1,7,-13,-9,-129,2,-3,-1.3,-12,-32,-39,2
O=C1NCN(c2ccccc2)C12CCN(C(c1cc3ccccc3o1)c1nnnn1C1CCCC1)CC2 (stereo unspecified),6,-12,nt,-56,nt,-16,2.6,-3,32,nt,-23
COC(=O)C1=Nc2ccccc2/C1=C\c1c(O)n(-c2ccc(OC)cc2)c(=O)[nH]c1=O,19,0,4,1,0,-7,-0.4,1,14,17,-8

Some of the entries so far, with each value named:
COc1cccc(C2CC3C(=O)C=CC2N3Cc2ccccc2)c1 (stereo unspecified)
  CF NFkB block = 17
  Shn3 inh set2 = 25
  EBV LMP1 NFkB = -10
  HIF-2a block = 48*
  NR2E3 ag-1 = -2
  KKLEB tox = 0
  hiPSC survival = -2.0
  NR2E3 ag-2 = 16
  Peg3 prom inh = 68*
  MITF TRPM1 inh = 23
  TRAIL sens C8 = 3
CCc1ccc(N2C(=O)NC(=O)/C(=C\c3cc(C)n(-c4cc(C(=O)O)cc(C(=O)O)c4)c3C)C2=O)cc1
  CF NFkB block = 8
  Shn3 inh set2 = -16
  EBV LMP1 NFkB = -7
  HIF-2a block = 12
  NR2E3 ag-1 = 10
  KKLEB tox = 4
  hiPSC survival = -0.7
  NR2E3 ag-2 = -8
  Peg3 prom inh = -13
  MITF TRPM1 inh = -4
  TRAIL sens C8 = -5

Exported with two lines to a compound: entries from further up
Every second line gives: CF NFkB block, Shn3 inh set2, EBV LMP1 NFkB, HIF-2a block, NR2E3 ag-1, KKLEB tox, hiPSC survival, NR2E3 ag-2, Peg3 prom inh, MITF TRPM1 inh, TRAIL sens C8
Cc1cccc(N2CCN(CCc3ccccc3)CC2)c1C
  -4, 3, -2, -5, 3, -12, -2.2, -1, -6, 3, -5
COC(=O)C1=C(c2ccc(C(C)=O)cc2)C[C@@H]2CC[C@H]1N2C(=O)NC1CCCCC1
  -4, -11, 2, 8, -1, 4, -1.4, 24, -2, 5, 0
O=c1c2ccccc2nc(-c2ccccc2F)n1-c1ccccc1
  -4, 10, -3, 16, 3, 7, 0.4, -30, 15, -9, -1
CCc1ccc(N2C(=O)NC(=O)/C(=C\c3cc(C)n(-c4cc(C(=O)O)cc(C(=O)O)c4)c3C)C2=O)cc1
  8, -16, -7, 12, 10, 4, -0.7, -8, -13, -4, -5
COC(=O)C1=C(c2ccc(-c3ccccc3)c(F)c2)C[C@@H]2CC[C@H]1N2C(=O)NCc1ccco1
  10, 3, 11, 4, 0, 12, -3.2, -10, 25, 10, 16
